High-throughput results deposited in PubChem by Broad Institute.
FN deposit inh: fibronectin deposition inhibition | inhibition, % at 12.6 µM | 350,000 compounds, 0.086% hits | AH1F fibroblasts, Alexa488-fibronectin deposition fluorescence, overnight;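 active = mean inhibition across replicates of 30% or more, regardless of how many single replicates reach that level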;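 also: positive control wells lacked labelled fibronectin entirely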
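Assay system: AH1F fibroblasts / Quantity: 10000 cells per well / Medium: DMEM plus 2% serum, read in PBS / Reagent: labelled fibronectin 24 nM / Dosing: single dose, pinned / Times: 1 h cell attachment, overnight exposure to compound and label / Signal: fluorescence, ex 485 nm, em 525 nm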
Cneo AK release: causes C. neoformans cell lysis; adenylate kinase release luminescence, 4 h; normalised: neutral wells 0, clomiphene wells 100; lysis activity, % at 15 µM; 360,000 compounds, 0.2% hits; AID 651654;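 active = mean lysis activity across replicates of at least 80%, whatever share of replicates individually reach that level; inactive = mean lysis activity below 80%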
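Test system: log-phase Cryptococcus neoformans yeast cells; Quantity: yeast cell density of 5 × 10^6 cells/mL; Buffer or medium: YPD; Doses: single compound concentration per well; Timing: 4 h at 37 °C static, read 1 h later; Measured by: AK luminescence; Read-out basis: lysis from increased AK signal; Control set: Clomiphene as positive control.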
miR-122 sensor: miR-122 inhibition in Huh7 cells. activation (reporter increase), % at 12.5 µM. 340,000 compounds, 0.3% hits. Huh7 miR-122 Renilla luciferase sensor, 48 h; neutral wells = 0, positive control = 100. AID 602342;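 active = mean replicate activation score at least 90 and every replicate individually at or above 90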;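 also: higher luciferase means less miR-122 activity so hits act as miR-122 inhibitors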
PGC1a acetyl inh: PGC1a acetylation modulation, inhibitor mode | U2OS PGC1a acetylation, AlphaScreen anti-acetyl-lysine; with virally co-expressed GCN5 acetyltransferase | inhibition, % at 15.6 µM | 350,000 compounds, 0.17% hits;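 active = every replicate shows inhibition of at least 40%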;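 also: 0% = neutral control wells and 100% = positive control wells; some results beyond the cut were filed as inactive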
F508del corr: correctors of CFTR F508del function in bronchial epithelial cells; CFBE cells, YFP halide quenching; stimulated with forskolin plus potentiator P3; % fluorescence drop versus neutral controls; activity (quench increase), % at 7.58 µM; 350,000 compounds, 0.36% hits;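 active = mean added fluorescence quench of at least 8% versus neutral control, with both replicates also reaching 8%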;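 also: cells transiently co-express mutant CFTR-F508del with the halide-sensitive YFP; corrector assay measuring rescue of mutant channel to the surface after 24 h compound exposure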
GSIS activator: GLuc luminescence reporter in INS-1E cells, primary screen for activators of glucose-dependent secretion of insulin. INS-1E GLuc reporter insulin secretion, 2-3 h. activation, % at 16.6 µM. 370,000 compounds, 0.61% hits;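 active = lowest replicate activation of at least 40%, so every replicate reaches that level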;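 also: 0% = median of neutral control wells and 100% = median of IBMX positive control wells; some compounds called inactive have numbers as strong as hits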
Statin myotox sup: protects C2C12 myotubes from simvastatin toxicity; ATP luminescence, 48 h; scaled: DMSO 0, geranylgeraniol control 100; rescue of ATP level, % at 7.49 µM; AID 602340; 330,000 compounds, 0.78% hits;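 active = mean ATP rescue above about 67%, or every replicate alone reaching that limit, limit read from the data, passing the limit was not always enough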;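 also: myotubes were challenged with 10 µM simvastatin during compound exposure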
PglD inh: inhibitors of Campylobacter jejuni PglD acetyltransferase | purified PglD enzyme, DTNB colorimetric CoA detection | inhibition, % at 12.5 µM | 360,000 compounds, 0.098% hits; in the data active = inhibition above about 16%, passing the limit was not always enough; also: strong numbers were not always called active
* hit, by the source's call; · = no result given; [ ] = dose if it differs, or a comment. Compounds were not picked by outcome, and some 2.1% of all compounds hit somewhere here.

The opening 6 records, ahead of the listing:
SMILES	FN deposit inh	Cneo AK release	miR-122 sensor	PGC1a acetyl inh	F508del corr	GSIS activator	Statin myotox sup	PglD inh
O=C1NC(=O)/C(=C\c2ccc(OCc3ccccc3)cc2)S1	-7	-3	-8	·	0.1	-4	-4	2
CC1=CC(C2CC(=O)N(c3ccc(C)cc3)C2=O)CC2C(=O)N(c3ccc(C)cc3)C(=O)C12 (stereo not drawn)	1	·	4	6	-2.1	-11	·	·
Cc1nn(C)c(Cl)c1CN1CCCC(C(=O)Nc2ccc(-c3cscn3)cc2)C1 (stereo not drawn)	3	-37	-6	-7	1.8	5	-26	1
CS(=O)(=O)N1CCc2cc(S(=O)(=O)N3CCN(Cc4ccc5c(c4)OCO5)CC3)ccc21	-13	1	-5	-7	·	·	22	2
O=C(NCCc1ccccc1)C(=O)NCC1OCCCN1S(=O)(=O)c1ccc(F)cc1 (stereo not drawn)	6	2	3	3	1.4	-32	5	0
Cc1cc(-c2[nH]nc3c2C(c2ccc(Cl)cc2)C(C#N)=C(N)O3)c(C)s1 (stereo not drawn)	-22	-1	6	9	·	·	·	5

Results, from the first entry:
SMILES	FN deposit inh	Cneo AK release	miR-122 sensor	PGC1a acetyl inh	F508del corr	GSIS activator	Statin myotox sup	PglD inh
O=C1NC(=O)/C(=C\c2ccc(OCc3ccccc3)cc2)S1	-7	-3	-8	·	0.1	-4	-4	2
CC1=CC(C2CC(=O)N(c3ccc(C)cc3)C2=O)CC2C(=O)N(c3ccc(C)cc3)C(=O)C12 (stereo not drawn)	1	·	4	6	-2.1	-11	·	·
Cc1nn(C)c(Cl)c1CN1CCCC(C(=O)Nc2ccc(-c3cscn3)cc2)C1 (stereo not drawn)	3	-37	-6	-7	1.8	5	-26	1
CS(=O)(=O)N1CCc2cc(S(=O)(=O)N3CCN(Cc4ccc5c(c4)OCO5)CC3)ccc21	-13	1	-5	-7	·	·	22	2
O=C(NCCc1ccccc1)C(=O)NCC1OCCCN1S(=O)(=O)c1ccc(F)cc1 (stereo not drawn)	6	2	3	3	1.4	-32	5	0
Cc1cc(-c2[nH]nc3c2C(c2ccc(Cl)cc2)C(C#N)=C(N)O3)c(C)s1 (stereo not drawn)	-22	-1	6	9	·	·	·	5
O=C(NCC1CCCO1)c1ccc2c(c1)C(=O)N(c1cccc([N+](=O)[O-])c1)C2=O (stereo not drawn)	3	0	-3	·	1.1	-3	33	0
COCC(=O)N(C)C[C@H]1Oc2ncc(-c3ccc(C#N)cc3)cc2C(=O)N([C@H](C)CO)C[C@H]1C	2	-5	10[16.7 µM]	-5	1.3	1	-14	2
CCOc1ccc(C(=O)Nc2cccc3ncccc23)cc1Br	10	-2	2	5	1.8	12	12	-4
COC(=O)N1CCCCC1c1cc(C(=O)Nc2ccc3c(c2)OCO3)no1 (stereo not drawn)	9	-7	-2	9	4.7	1	15	0
O=C(CCN1C(=O)/C(=C\c2ccco2)SC1=S)Nc1ccc(C(=O)O)c(O)c1	-5	0	·	·	-1.5	1	17	3
O=C(C[C@H]1CC[C@@H]2[C@H](COC[C@H](O)CN2C(=O)Nc2ccc(Cl)cc2)O1)NCC1CC1	-11	-2	-3[16.7 µM]	2	-0.3	-22	1	2
COc1ccc2cc(C(=O)C3CCCN(C(=O)c4cc5nc(C)cc(C)n5n4)C3)ccc2c1 (stereo not drawn)	·	0	-5	2	1.6	1	-3	0
CC(C)(CNC(=O)c1sc2cc(F)ccc2c1Cl)N1CCOCC1	-18	26	1	7	4.0	0	·	16
COc1ccc(OCC(=O)N2CCN(C(=O)c3ccccc3)CC2)cc1	·	-1	3	0	·	·	-23	8
Cc1ccc(-c2nc(N)c3c(-c4ccc(C)cc4)nn(C(C)(C)C)c3n2)cc1	·	1	2	0	·	·	-19	-4
COCC(=O)N(C)C[C@H]1Oc2cc(C3=CCCCC3)ccc2S(=O)(=O)N([C@H](C)CO)C[C@H]1C	·	5	-9[16.7 µM]	-10	-4.7	-8	-17	5
CCCCN(C(=O)CSCC(=O)Nc1cccc(C)c1)c1c(N)n(CCCC)c(=O)[nH]c1=O	-6	9	-1	-4	3.7	3	4	-2
O=C(O)c1ccc(Cn2cc(Cl)cn2)cc1	0	0	-4	1	·	·	1	1
O=C(CN1CCCC1)Nc1c(C(=O)C2CC2)oc2ccccc12	-15	·	·	-1	0.5	18	·	·
COC(=O)c1ccc(NCCc2csc(-c3ccc(C)cc3)n2)c([N+](=O)[O-])c1	8	-2	0	·	·	·	-9	3
Cc1ccc(-c2n[nH]c(=O)c3ccccc23)c(C)c1	-2	-2	-2	0	3.9	29	-17	-3
O=S1(=O)CCN(Cc2ccccn2)CC1	-8	1	-3	-11	0.1	35	1	-4
O=C(O)C1CC(O)CN1c1nc(Cl)ccc1[N+](=O)[O-] (stereo not drawn)	5	·	0	-4	-2.8	8	·	·
Cc1cccc(NC(=O)CSc2nnc(-c3ccc(S(=O)(=O)N4CCCC4)cc3)o2)c1	·	2	5	-11	-1.2	9	·	1
SMILES	FN deposit inh	Cneo AK release	miR-122 sensor	PGC1a acetyl inh	F508del corr	GSIS activator	Statin myotox sup	PglD inh
Cc1cccc[n+]1CC(=O)c1ccc(NC(=O)c2ccccc2)cc1	-7	0	·	·	-2.1	8	4	-9
CCS(=O)(=O)Nc1ccc2c(c1)C(=O)N(C)[C@H]1CC[C@@H](CC(=O)NC)O[C@@H]1CO2	2	-5	-8[16.7 µM]	3	-0.8	8	24	-1
Cc1noc(C)c1NC(=O)N(C)C[C@H]1Oc2c(NC(=O)NC3CCCCC3)cccc2C(=O)N([C@@H](C)CO)C[C@@H]1C	·	-2	5[16.7 µM]	32	-0.2	0	-15	-3
Cc1ccc2nsnc2c1S(=O)(=O)Nc1ccccc1C(=O)O	-6	·	·	·	-2.2	4	-4	·
CCN(CC)c1ccc(NC(=O)CCc2nnc3ccc(N4CCCCC4)nn23)c(C)c1	7	-6	·	·	-2.7	-16	-6	0
CCCCOc1ccc(S(=O)(=O)N2CCN(C)CC2)cc1	-4	3	-5	6	-2.0	-1	2	4
CCOC(=O)C1CCN(C(=O)Cn2nc(C)n3c(cc4cc(C)ccc43)c2=O)CC1	-9	4	-2	4	-0.2	1	0	-10
CCC(=O)N(C)C[C@H]1Oc2cc(-c3ccccc3F)ccc2S(=O)(=O)N([C@@H](C)CO)C[C@@H]1C	·	2	15[16.7 µM]	-5	1.2	25	21	0
Cc1cc(S(=O)(=O)NCc2ccccc2)ccc1OCC(=O)NCC1CCCO1 (stereo not drawn)	1	2	33	1	-3.1	2	-1	-10
CCOc1ccc(OCC(=O)OCC(=O)Nc2ccc3[nH]c(=O)[nH]c3c2)cc1	2	-1	0	0	1.4	11	7	1
COc1ccccc1NC(=O)C1=C(C)Nc2nc(-c3cccs3)nn2C1c1cccnc1 (stereo not drawn)	-39	-2	-1	·	-1.8	4	2	2
COc1ccc(C(=O)N2CCCC(c3cc(C(=O)NCc4ccccc4)no3)C2)cc1 (stereo not drawn)	·	3	1	15	-2.1	-18	-11	0
C[C@H]1CCCCO[C@H](CN(C)S(=O)(=O)c2cn(C)cn2)[C@@H](C)CN([C@@H](C)CO)C(=O)c2cc(NC(=O)CCCN(C)C)ccc2O1	·	-1	-2[16.7 µM]	10	-0.7	33	·	0
COc1ccc(N2CCN(C(=O)c3cc4c(-c5ccc(Cl)cc5)nn(C)c4s3)CC2)cc1	-1	1	4	-9	1.4	-4	-4	0
Cc1ccc(CSCCNC(=O)c2ccc(NS(C)(=O)=O)cc2)cc1	5	1	-1	-6	1.1	-10	-8	-2
Cc1noc(C)c1NC(=O)Nc1cccc2c1O[C@@H](CN(C)S(=O)(=O)c1cn(C)cn1)[C@H](C)CN([C@@H](C)CO)C2=O	1	0	-1[16.7 µM]	-4	-0.9	12	-5	1
CN1c2ccc(Br)cc2[C@@H]2[C@@H](CCN2C(=O)c2ccc(F)cc2)[C@@H]1CO	-16	-16	0[16.7 µM]	-1	-1.7	-8	4	-2
CCOc1ccc(S(=O)(=O)NCCC(=O)Nc2ccncc2)cc1	-1	1	18	-4	-0.2	-3	5	-1
C[C@H](CO)N1C[C@H](C)[C@@H](CN(C)Cc2ccc(C(=O)O)cc2)Oc2ccc(NC(=O)CCN3CCOCC3)cc2CC1=O	5	-5	6[16.7 µM]	10	3.2	16	-8	2
CO[C@@]12[C@H](COC(N)=O)C3=C(C(=O)C(C)=C(N)C3=O)N1C[C@@H]1N[C@@H]12	·	0	2	5	0.8	13	2	-4
O=C(Nc1ccon1)c1cc2ccccc2oc1=O	-3	-1	-1	-8	·	9	-2	-3
CCOc1ccc(N(Cc2cc3ccc(C)cc3[nH]c2=O)C(=O)COC)cc1	·	-1	-8	-6	·	·	26	-1
COc1ccc(C#Cc2ccc([C@@H]3[C@@H](CO)N4CCCCN(C(=O)c5ccncc5)C[C@@H]34)cc2)cc1	·	-8	1[16.7 µM]	12	-2.9	1	0	8
O=C(Nc1cccc(Cl)c1)Nc1nnc([C@@H]2C[C@H](O)[C@@H](CO)O2)s1	-8	-10	·	·	1.5	9	3	-1
CC1CCN(CCCNC(=O)c2nn(C)c3c2CS(=O)(=O)c2ccccc2-3)CC1	-7	·	5	5	0.5	15	1	·
SMILES	FN deposit inh	Cneo AK release	miR-122 sensor	PGC1a acetyl inh	F508del corr	GSIS activator	Statin myotox sup	PglD inh
CC1CCCCN1C(=S)Nc1ccc(S(=O)(=O)N2CCCCC2)cc1 (stereo not drawn)	0	3	·	-5	-1.8	·	5	2
O=C(NCc1ccccc1Cl)c1ccncc1	5	-3	·	·	1.7	13	-11	-1
O=C(O)CCCN=C1CCCc2ccccc2N1	1	-6	-4	1	·	·	-8	-3
O=C(CSc1nnc(NC(=O)c2ccc(F)cc2)s1)NCc1ccco1	5	-1	3	-11	-3.4	2	·	-6
C=CCN1C(=O)C2(NC(=O)c3ccccc3N2)c2ccccc21 (stereo not drawn)	9	·	-1	23	0.6	4	-4	·
Nc1ccc(N2CCCCC2)c(S(=O)(=O)Nc2ccccc2Cl)c1	-4	6	17	-13	0.6	7	·	-3
CCN(CC)C(=O)[C@H]1CC(CC(=O)NCCC2=CCCCC2)C(=O)N2CCc3c([nH]c4ccc(OC)cc34)[C@]12C (stereo partly drawn)	-4	4	-11	-8	-0.6	-14	2	3
CCn1nnnc1SCCSc1nnnn1CC	-5	3	-8	7	·	7	-4	3
O=C1C=C(NCCOC23CC4CC(CC(C4)C2)C3)C2(CCCCC2)O1	-7	·	·	5	-0.4	5	·	·
CCN1C(=O)N[C@@H](c2ccccc2)[C@H](C(C)=O)[C@H]1C	5	-1	·	·	-3.4	0	-2	3
CC(C)CC(C(=O)Nn1cnnc1)N1C(=O)c2ccccc2C1=O (stereo not drawn)	·	0	-1	3	·	8	-21	1
Cc1c(NC(=O)c2cc3nc(-c4ccc(Cl)cc4)cc(C(F)(F)F)n3n2)c(=O)n(-c2ccccc2)n1C	2	2	0	0	·	·	-10	-1
Cc1ccc(S(=O)(=O)N2CCC(C(=O)NCc3ccccc3CN3CCCC3)CC2)cc1C	5	-3	2	-7	0.1	-15	-13	-3
C[C@@H]1CN([C@H](C)CO)S(=O)(=O)c2ccc(Br)cc2O[C@H]1CN(C)Cc1ccccc1	·	3	-8[16.7 µM]	-17	-1.6	-4	-86	-1
C[C@H]1CN([C@@H](C)CO)C(=O)c2cc(-c3ccc(F)cc3)cnc2O[C@H]1CN(C)C(=O)CN(C)C	4	4	4[16.7 µM]	0	-1.3	10	9	5
